Bioassay records as filed in PubChem BioAssay.
POLI inh = inhibitors of human DNA polymerase iota; 390,000 compounds, 1% hits; Pol iota fluorescent replication assay, 10 min; Potency, µM (series often up to 115 µM), for inactives: at the highest dose activity, negative = inhibition, most hits filed as inhibitors; Q9UNA4; AID 588590
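Pol iota at 10 nM preincubated 15 min with compounds at room temperature; reaction started with fluorescent substrate, 50 nM final. Fluorescence read kinetically at 0 and 10 min; buffer-only wells as negative control.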
PGK inhibitor = blocks T. brucei phosphoglycerate kinase; Potency, µM (top dose mostly 57.5 µM), for the others: at the highest dose activity change, negative = inhibition, most hits filed as inhibitors; 380,000 compounds, 0.043% hits; P07378; AID 602233; PGK/GAPDH coupled, Kinase-Glo luminescence, 60 min; further: on the % scale 0 is the no-effect control and ±100 the full control effect; nearly all actives have a fitted effect of over 60% in size
Target sequence (P07378 whole entry, looked up): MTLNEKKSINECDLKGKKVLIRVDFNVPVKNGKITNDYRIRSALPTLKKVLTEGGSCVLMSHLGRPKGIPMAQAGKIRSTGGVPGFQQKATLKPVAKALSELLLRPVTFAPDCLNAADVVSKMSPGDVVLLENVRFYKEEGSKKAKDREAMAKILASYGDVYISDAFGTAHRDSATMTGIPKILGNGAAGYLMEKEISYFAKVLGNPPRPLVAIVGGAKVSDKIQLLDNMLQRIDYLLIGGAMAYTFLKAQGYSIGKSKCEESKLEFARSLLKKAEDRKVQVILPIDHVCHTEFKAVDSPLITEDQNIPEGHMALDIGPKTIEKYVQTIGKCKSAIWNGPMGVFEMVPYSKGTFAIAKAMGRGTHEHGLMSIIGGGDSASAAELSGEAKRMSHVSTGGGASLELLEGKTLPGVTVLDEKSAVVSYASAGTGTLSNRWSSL
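Recombinant glycosomal PGK reaction used 1,3-bisphosphoglycerate generated in-well by GAPDH (100nM final) in 100mM TEA pH 7.6, 5mM MgCl2, 0.01% Tween-20. After 60 minutes at room temperature, ATP was read by Kinase-Glo Plus luminescence end-point.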
Pin1 inh = human Pin1 inhibition; Q13526; Pin1 FP peptide displacement, HiFluor488, 10 min; Potency, µM (top dose mostly 115 µM), for inactives: at the highest dose activity, negative = inhibition, hits mostly inhibitors; 390,000 compounds, 0.009% hits; active means well fitted inhibition curve with a large enough effect in the polarisation, with a control signal flat, not every such curve was filed as active; inconclusive means small, poorly fitted or top-dose-only effect, or effect the other way, or a change in a side signal; inactive means no such curve, though single readings can be large or run the other way; the % refers to the polarisation; further: on the % scale 0 is the no-effect control and ±100 the full control effect
Target sequence (Q13526 whole entry, looked up): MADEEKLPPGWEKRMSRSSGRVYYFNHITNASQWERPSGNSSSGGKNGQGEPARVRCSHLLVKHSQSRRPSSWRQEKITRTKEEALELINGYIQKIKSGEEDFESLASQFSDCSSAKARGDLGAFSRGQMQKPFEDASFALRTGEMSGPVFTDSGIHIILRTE
BAZ2B inh = blocks human BAZ2B; AlphaScreen BAZ2B-H3K14Ac peptide displacement; 360,000 compounds, 4.4% hits; AID 504333; Q9UIF8; Potency, µM (titrated, usually from 114 µM), for inactives: at the top dose activity change, negative = inhibition, actives largely listed as inhibitors; further: on the % scale 0 is the no-effect control and ±100 the full control effect; nearly all actives have a fitted effect of over 60% in size
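BAZ2B 50 nM plus b-H3(5-23)K14Ac 50 nM, PBS pH 7.4/0.01% Tween-20, 30 min RT; compound added (max 110 uM), 30 min RT; streptavidin donor/Ni-chelate acceptor beads 10 ug/mL final, 20 min dark; AlphaScreen read.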
GLS inhibitor = blocks human kidney-isoform glutaminase activity | 410,000 compounds, 0.21% hits | GLS enzymatic activity, qHTS titration | Potency, µM (series often up to 45.5 µM), without a hit: at the highest dose activity change, negative = inhibition, most hits filed as inhibitors | AID 624170; further: on the % scale 0 is the no-effect control and ±100 the full control effect
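hKGA in 45 mM KH2PO4 (pH 8.2), 0.02% Tween-20 with compound, then 1mM L-Glutamine (stock as added) plus glutamate oxidase/HRP/Amplex red coupling mix. Fluorescence read initially and after 30 min at RT; signal change reflects glutamate formation.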
HP1b chromo inh = blocks HP1-beta chromodomain binding to methylated histone tails. AlphaScreen HP1-beta / biotin-H3K9me3 peptide binding. Potency, µM (highest dose often 114 µM), for inactives: top-dose activity change, negative = inhibition, hits mostly inhibitors. 390,000 compounds, 0.56% hits; further: nearly all actives have a fitted effect of over 70% in size; inactives centre near 23
Target sequence (P83916 whole entry, looked up): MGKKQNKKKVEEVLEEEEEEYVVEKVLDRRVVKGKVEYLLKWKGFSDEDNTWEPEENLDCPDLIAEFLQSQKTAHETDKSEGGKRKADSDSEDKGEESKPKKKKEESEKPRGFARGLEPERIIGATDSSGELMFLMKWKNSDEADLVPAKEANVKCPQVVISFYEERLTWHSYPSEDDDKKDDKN
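Compound inhibition of the preformed complex between 50 nM HP1-beta and 50 nM biotinylated H3K9me3 peptide was read by AlphaScreen. Buffer was PBS pH 7.4 with 0.01% Tween-20. Incubations ran 30 min at room temperature, with 10 ug/mL donor/acceptor beads.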
G9a block = inhibitors of human histone lysine methyltransferase G9a; Q96KQ7; G9a H3K9 monomethylation, AlphaScreen, 2 h; Potency, µM (highest dose often 102 µM), inactives show top-dose activity, negative = inhibition, most hits filed as inhibitors; 350,000 compounds, 8.8% hits; AID 504332; further: on the % scale 0 is the no-effect control and ±100 the full control effect; nearly all actives have a fitted effect of over 75% in size
Target sequence (Q96KQ7 913-1193 limits assumed): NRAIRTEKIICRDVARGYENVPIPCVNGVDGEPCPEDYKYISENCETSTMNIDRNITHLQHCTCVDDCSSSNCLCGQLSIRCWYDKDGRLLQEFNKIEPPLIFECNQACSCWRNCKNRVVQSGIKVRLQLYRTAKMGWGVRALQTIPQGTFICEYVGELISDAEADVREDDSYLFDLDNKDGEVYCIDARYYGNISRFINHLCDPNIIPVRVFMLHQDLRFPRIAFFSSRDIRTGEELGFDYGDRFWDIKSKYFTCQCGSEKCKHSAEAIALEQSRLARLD
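Methyltransferase reactions run at room temperature for 2 h (20 nM enzyme, 500 nM biotin-H3K9 peptide, 20 uM SAM) after a 15 min compound preincubation; product detected by AlphaScreen beads and anti-H3K9me1 antibody.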
JMJD2A Tudor inh = JMJD2A Tudor domain (human) inhibition; Potency, µM (top dose mostly 114 µM), for inactives: at the top dose activity change, negative = inhibition, hits mostly inhibitors; AlphaScreen JMJD2A-Tudor / H3K4me3 peptide binding; 390,000 compounds, 4.4% hits; further: on the % scale 0 is the no-effect control and ±100 the full control effect; nearly all actives have a fitted effect of over 50% in size
BLM helicase inh = Bloom syndrome helicase (human) inhibition; P54132; recombinant BLM DNA unwinding, fluorescence dequenching; Potency, µM (highest dose often 56.1 µM), inactives show at the top dose activity change, negative = inhibition, actives largely listed as inhibitors; 350,000 compounds, 0.2% hits; AID 2528;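 further: plate controls were vehicle for no effect and no enzyme for full effect; nearly all actives have a fitted effect of over 35% in size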
An asterisk follows results filed as active; i = inactive; ? = inconclusive; . = no result given; & = joins results of further samples; [ ] = another dose, or the depositor's remark. Unless noted, the call rests on the fitted dose curve; in most records, active means well fitted curve in the direction sought with a large enough effect; inconclusive means small, poorly fitted or top-dose-only effect, or another doubt; inactive means no such curve, though single readings can be large; an effect the other way counts as inactive or inconclusive. Potency means the concentration at half of the fitted maximal effect.

SMILES | POLI inh | PGK inhibitor | Pin1 inh | BAZ2B inh | GLS inhibitor | HP1b chromo inh | G9a block | JMJD2A Tudor inh | BLM helicase inh
Cc1ccc(CN2CCCn3nc(C(=O)NCCc4cccc(C)c4)cc3C2=O)cc1 | ? | 4% | -2% | -8% | 4% | 22% | 7%[59 µM] | -17% | -2%
COc1cccc(C(=O)C2CCCN(C(=O)c3cccc(C#CC(C)(C)O)c3)C2)c1 (stereo not given) | -9% | -1% | 0% | ? | 15% | 28% | . | -31% | -3%
Cc1ccc2nsnc2c1NC(=O)c1ccc(-c2cc(Cl)ccc2Cl)o1 | 17% | -1% | 20% | ? | -2% | 44% | ? | -16% | -2%
O=C(CN1C(=O)NC2(CCCC2)C1=O)Nc1ccc(C(F)(F)F)cc1 | 14% | 3% | -1% | 21% | 0% | 39%[activator] | 12% | -6% | -1%
CCN(Cc1ccccc1)C(=O)c1cc(S(=O)(=O)N2CCOCC2)cn1C | -22% | -10% | -2% | 44%[activator] | 12% | 36%[activator] | . | -11% | -1%
O=C(Cn1nnc2ccccc21)NCc1ccccc1 | 1% | -7% | 0% | -31% | 2% | 49%[activator] | 10%[59 µM] | -18% | -2%
CC(=O)Nc1ccc(NC(=O)CSc2nc3c(=O)n(C)c(=O)n(C)c3n2C)cc1 | -2% | -4% | -5% | 6% | 11% | 15% | -3%[2.33 µM] | ? | .
CCN1/C(=C2\C(=O)N(C)C(=S)N2C)C=Cc2ccccc21 | 49%[activator] | -30% | -5% | 50µM* | ? | ? | 10µM* | -35% | -3%
CCOC(=O)c1cccc(NC(=O)c2ccc3c(Cl)c4c(nc3c2)CCC4)c1 | 4% | -4% | -12% | -32% | -15% | 14% | -19%[59 µM] | -8% | -2%
C=CCc1c(C)[nH]c(=O)[nH]c1=O | -8% | -4% | -8% | -1% | -2% | 31% | 6% | -9% | -2%
Cc1c(NC(=O)c2cc(-c3ccccc3O)on2)c(=O)n(-c2ccccc2)n1C | 13%&6% | -6%&1% | 2%&-4% | 2%&0% | 14%&45% | 21%&41% | 3%[59 µM] | -7%&11% | -1%&-4%
O=C(CCCn1c2ccccc2c(=O)c2ccccc21)Nc1ccc(F)cc1Cl | 12% | 8% | -2% | 4% | -3% | 22% | 4%[59 µM] | 2% | -3%
Cc1cc(=O)oc2cc(OCC(=O)Nc3c(Cl)cccc3C(F)(F)F)ccc12 | 8% | -3% | -6% | 0% | 2% | 23% | ? | -3% | -2%
O=C(CCc1n[nH]c(=O)[nH]c1=O)N1CCOCC1 | 3% | -7% | -6% | 12% | 5% | 49%[activator] | -34% | -9% | -2%
CC1CN(C(=S)NC2CCCC2)CC(C)O1 (stereo not given) | 30%[activator] | -3% | 0% | 1% | 3% | 34% | . | -3% | -4%
O=C(NN=Cc1ccccc1Cl)c1ccc([N+](=O)[O-])cc1 | 42%[activator] | 0% | ? | . | -3% | 35% | . | -3% | .
Cc1ccccc1CSCC(=O)NCc1ccco1 | ? | -3% | 0% | ? | 0% | 28% | ? | ? | -12%
Cc1cc(C)cc(NC(=O)N2C3CCCC2CC(NC(=O)C2CC2)C3)c1 (stereo not given) | 39%[activator] | -5% | -1% | 10% | -14% | -14% | -8% | -13% | 1%
COc1ccc(/[N+]([O-])=C/c2ccoc2)cc1 | 15% | i | 4% | ? | -12% | 18% | 9%[2.33 µM] | -18% | .
COc1cc(CNc2ccc3[nH]c(=O)[nH]c3c2)ccc1OCc1ccc(C)cc1 | 43%[activator] | -9% | -2% | -15% | 6% | -13% | ? | -21% | -4%
COC(=O)c1cn(-c2ccccc2)nc1-c1ccc(OC)c(OC)c1 | 6% | . | 2% | -3% | -1% | 58%[activator] | 28%[0.501 µM] | 6% | -4%
CCCc1cc(=O)oc2cc(OCC(=O)NCc3ccccn3)ccc12 | 22% | -8% | 0% | -12% | 0% | 5%[57 µM] | 2% | -14% | 4%
COc1cccc(NC(=O)Cc2ccc(NC(=O)N3CCCCc4ccccc43)cc2)c1 | ? | -4% | 2% | -1% | 2% | 3% | 0%[59 µM] | 11µM* | -2%
COc1ccc(CCc2cc(OC)cc(=O)o2)cc1 | 27% | i | 0% | -18% | 2% | 34% | 33%[12.7 µM] | -7% | 2%
COc1ccc(CCNC(=O)CSc2ccccn2)cc1OC | 80%[activator] | 13% | 1% | ? | 12% | 9% | 11µM* | -10% | 1%
Cn1nc(C(F)(F)F)c(-c2ccccc2)c1NC(=O)c1nccnc1C(=O)O | 18% | -2% | -4% | 79µM* | 1% | 35% | . | ? | 7%
COCCCNC(=S)Nc1cccc(SC)c1 | 19% | -5% | 0% | 17% | 0% | 5% | 38%[59 µM] | -26% | 1%
CCCCN(C(=O)c1ccc(Cl)cc1)C1CC2CCC(C1)N2C (stereo not given) | 12% | 1% | 1% | -3% | 1% | 45%[activator] | ? | -11% | 1%
CCCCc1c(O)nc(SCC(=O)Nc2ccc3c(c2)CCC3)[nH]c1=O | -1% | 0% | -1% | 1% | 18% | 7% | -8% | -15% | -2%
CN(c1cccc(Cl)c1)S(=O)(=O)c1cccc(C(=O)Nc2ccc3c(c2)CCC3)c1 | -5% | -2% | 3% | -2% | -10% | 46%[activator] | -2%[59 µM] | -6% | -13%
CC1CCCN(C(=O)COC(=O)CSc2ccc(C(N)=O)cc2[N+](=O)[O-])C1 (stereo not given) | 45%[activator] | 7% | 16% | -6% | 2% | 26% | 1%[0.501 µM] | -5% | .
Cc1ccc(OCCSc2ncccn2)c(C)c1 | -8% | 7% | 1% | 83%[activator] | 8% | 89%[activator] | 298%[activator] | 64%[activator] | -12%
Cc1c(C(=O)Nc2ccc(F)c(F)c2)oc2ccc(S(=O)(=O)N(C)C3CCCCC3)cc12 | 22% | i | 9% | 0% | 5% | 42%[activator] | -4%[59 µM] | -5% | -7%
COC(=O)c1sccc1NC(=O)c1cc2c(s1)CCCC2 | 18% | -12% | 18% | 46%[activator] | 2% | 126%[activator] | 81%[activator][59 µM] | 56%[activator] | -8%
COc1cc(Cl)c(C)cc1NC(=O)c1cnc2c(-c3cccc(C)c3)c(C)nn2c1C | -6% | 6% | 28% | -5% | 7% | 22% | 12%[59 µM] | -8% | -1%
CCC(Sc1nc2ncccc2[nH]1)C(=O)Nc1ccccc1F (stereo not given) | -6% | -8% | -8% | -4% | 8% | 40%[activator] | -7%[59 µM] | -4% | 2%

Two entries drawn at random from the list so far, as already listed:
SMILES | POLI inh | PGK inhibitor | Pin1 inh | BAZ2B inh | GLS inhibitor | HP1b chromo inh | G9a block | JMJD2A Tudor inh | BLM helicase inh
COCCCNC(=S)Nc1cccc(SC)c1 | 19% | -5% | 0% | 17% | 0% | 5% | 38%[59 µM] | -26% | 1%
COC(=O)c1sccc1NC(=O)c1cc2c(s1)CCCC2 | 18% | -12% | 18% | 46%[activator] | 2% | 126%[activator] | 81%[activator][59 µM] | 56%[activator] | -8%

(next part)
SMILES | POLI inh | PGK inhibitor | Pin1 inh | BAZ2B inh | GLS inhibitor | HP1b chromo inh | G9a block | JMJD2A Tudor inh | BLM helicase inh
C1CC2CN(c3nc4nonc4nc3N3CCSCC3)CCN2C1 (stereo not given) | 65%[activator] | 2% | -17% | -2% | 17% | 25% | . | -4% | -1%
CN(C)c1ccc(/C=N\Nc2nc(-c3ccccc3)cc(=O)[nH]2)cc1 | -10% | -5% | 7% | 5% | 1% | 23% | 23%[59 µM] | -13% | -10%
CC(C)NC(=O)c1ccc(NC(=O)CC2SC(N3CCCCC3)=NC2=O)cc1 (stereo not given) | 4% | 0% | -8% | -2% | -13% | 48%[activator] | 9%[59 µM] | -4% | .
CCCCNC(=O)Cn1c(-c2ccc(OC)cc2)noc1=O | -12%[58.9 µM] | -1% | 0% | 0% | 4% | 19% | -13%[59 µM] | -5% | 0%
O=C(NCc1ccc(F)cc1)N1CCN(C(=O)c2ccccc2)CC1 | 9% | -7% | 8% | -2% | -3% | 37%[activator] | -3%[2.33 µM] | -14% | .
CCOC(=O)c1cnc2c(OC)cccc2c1N1CC(C)CC(C)C1 (stereo not given) | -10% | . | -3% | -18% | 0% | 20% | 10% | -28% | -8%
COc1ccc(C2=NN(c3ccccc3)C(c3cccs3)C2)cc1 (stereo not given) | 65%[activator] | 4% | 3% | 99%[activator] | -2% | 213%[activator] | 123%[activator] | 134%[activator] | -3%
CCCn1nnc(NC(=O)C(c2ccccc2)c2ccccc2)n1 | 19% | -4% | -7% | -2% | -2% | 30% | 8%[59 µM] | -15% | -7%
COc1ccc([C@@H]2Sc3ccccc3NC(=O)[C@@H]2O)cc1 | 0% | 4% | 1% | . | 13% | 39% | . | -15% | .
Cc1ccc(C)c(S(=O)(=O)c2c(C)cc(C)nc2Cl)c1 | 4% | 11% | 1% | 14% | 3% | 57%[activator] | 15%[2.33 µM] | 1% | -3%
CN=Cc1nc(-c2ccccc2)oc1O | ? | -12% | -6% | 2% | -2% | -3% | -10%[59 µM] | -5% | 5%
CN(CC(=O)NNC(=O)c1cccnc1)S(=O)(=O)c1cc(Cl)ccc1Cl | 26% | -5% | 11% | -6% | 20% | 25% | -2% | -10% | 3%
Cc1ccc(NS(=O)(=O)c2ccc3c(c2)oc(=O)n3C)cc1F | -8% | -1% | -2% | -5% | 12% | 38% | -6% | -5% | -4%
C#C[C@]1(OC(C)=O)CCC2C3CCC4=CC(=O)CC[C@@H]4C3CC[C@@]21C (stereo not given in full) | -29% | -8% | -1% | -33% | 1% | 20% | . | -25% | -4%
COc1cccc(CNC(=O)C2CCN(C(=O)c3sccc3-n3cccc3)CC2)c1 | 5% | . | -1% | ? | 4% | 17% | -32%[59 µM] | -14% | -2%
O=C(CCSCc1cccc(F)c1)NCc1ccccc1 | 16% | 0% | 0% | 4% | -2% | 17% | -6%[59 µM] | -1% | -1%
C/C(=N\NC(=O)c1c[nH]c2ccccc12)c1ccc2c(c1)OCO2 | -4% | . | -3% | -3% | 13% | 8% | 6% | -34% | 0%
Cc1cc(C)c(S(=O)(=O)NCC(=O)O)cc1C | -5% | 10% | -9% | ? | 5% | 27% | -33%[2.33 µM] | -5% | -1%

A portion of the library, so the mix of outcomes need not match the whole.
